RGS4-Gao reg – human RGS4-Galphao interaction regulation. P09471. Multiplexed bead flow cytometry, RGS4-Galphao binding; actives lie on both sides. binding response (% of control), % at 10 µM. 0.33% of 220,000 active. AID 1415; in the data active means binding response below about 49% or above about 150%; inactive means in between;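 further: fluorescent Galphao activated with aluminum fluoride binding bead-coupled RGS4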
RGS7-Gao – regulators of human RGS7-Galphao interaction. Multiplexed bead flow cytometry, RGS7-Galphao binding; actives lie on both sides. binding response (% of control), % at 10 µM. 0.35% of 220,000 active. AID 1439; in the data active means binding response below about 49% or above about 150%; inconclusive means no clear call, values can overlap the other calls; inactive means in between;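 further: fluorescent Galphao held in activated GDP-AlF4 state binding bead-coupled RGS7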
ABCG2 block – human ABCG2 inhibition, ABCB1 as counter-screen | Q9UNQ0 | IgMXP3 cells, JC-1 efflux, flow cytometry | inhibition, % at 6.6 µM | 0.1% of 190,000 active | AID 1325;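 active means inhibition above 80%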;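 further: 0% = DMSO and 100% = nicardipine control wells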
Target sequence (Q9UNQ0 whole entry, looked up): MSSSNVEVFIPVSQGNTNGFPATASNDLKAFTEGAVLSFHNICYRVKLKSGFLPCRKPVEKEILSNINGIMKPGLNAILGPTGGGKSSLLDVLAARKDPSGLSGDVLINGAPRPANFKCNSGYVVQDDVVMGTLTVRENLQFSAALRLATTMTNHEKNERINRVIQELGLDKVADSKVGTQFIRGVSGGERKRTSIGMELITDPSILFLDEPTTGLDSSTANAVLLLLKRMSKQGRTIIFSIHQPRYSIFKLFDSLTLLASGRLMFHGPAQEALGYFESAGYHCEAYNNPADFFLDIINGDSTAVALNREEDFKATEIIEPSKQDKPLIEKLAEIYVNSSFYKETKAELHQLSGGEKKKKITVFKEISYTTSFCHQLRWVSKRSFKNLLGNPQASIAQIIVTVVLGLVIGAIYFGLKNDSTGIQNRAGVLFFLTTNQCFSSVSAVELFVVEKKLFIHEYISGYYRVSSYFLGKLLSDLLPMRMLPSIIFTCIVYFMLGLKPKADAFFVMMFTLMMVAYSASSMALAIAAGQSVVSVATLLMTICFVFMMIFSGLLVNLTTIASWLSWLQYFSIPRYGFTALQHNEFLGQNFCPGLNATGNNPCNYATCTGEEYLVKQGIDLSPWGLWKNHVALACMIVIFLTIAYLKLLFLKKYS
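test system = two drug-resistant human cell lines, ABCG2 and ABCB1 | amount = 3 million cells/mL final, two lines in 1:1 ratio | reagent = JC-1 transporter substrate | doses = one concentration, 6.6 µM final | incubation = 10 min at 25 °C | signal = flow cytometric JC-1 green MFI at 530 nm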
Bim-Bcl-XL – human Bim-Bcl-XL interaction inhibition | inhibition, % at 10 µM | Bim peptide-Bcl-XL binding, bead flow cytometry, fluorescence | 0.04% of 190,000 active | Q07817
Target sequence (Q07817 whole entry, looked up): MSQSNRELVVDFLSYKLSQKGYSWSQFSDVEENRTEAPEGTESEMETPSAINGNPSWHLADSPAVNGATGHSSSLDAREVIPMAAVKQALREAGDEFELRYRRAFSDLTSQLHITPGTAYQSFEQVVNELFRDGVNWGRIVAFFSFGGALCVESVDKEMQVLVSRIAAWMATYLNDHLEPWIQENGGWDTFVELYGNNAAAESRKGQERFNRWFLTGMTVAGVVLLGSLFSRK
Bcl-W Bim block – disrupts Bim peptide binding to human Bcl-W; Q92843; bead-based flow cytometry; inhibition, % at 10 µM; 0.02% of 190,000 active;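 further: 0% = bound tracer without compound and 100% = peptide blocker; higher means less fluorescent Bim peptide bound to Bcl-W beads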
Target sequence (Q92843 whole entry, looked up): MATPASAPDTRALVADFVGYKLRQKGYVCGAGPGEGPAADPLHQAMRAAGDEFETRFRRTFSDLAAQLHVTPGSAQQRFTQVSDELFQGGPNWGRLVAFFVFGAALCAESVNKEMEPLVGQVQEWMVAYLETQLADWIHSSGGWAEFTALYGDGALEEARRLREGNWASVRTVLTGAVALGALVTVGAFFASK
RGS8-Gao – modulates binding of RGS8 to human Galphao; P09471; AID 1423; response (percent of control binding), % at 10 µM; multiplexed bead flow cytometry; actives lie on both sides; 0.34% of 220,000 active; in the data active means response below about 60% or above about 140%; inactive means in between;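 further: Galphao activated as the GDP aluminium fluoride complex binding bead-coupled RGS8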
Bim-Mcl-1 – disrupts Bim peptide binding to human Mcl-1; 0.1% of 190,000 active; Q07820; inhibition, % at 10 µM; Bead-based flow cytometry, Bim peptide-Mcl-1 binding; AID 1009;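 further: 0% = no compound tracer wells and 100% = peptide blocker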
ABCB1 inh – blocks JC-1 efflux by human ABCB1 transporter; 0.067% of 190,000 active; inhibition, % at 6.6 µM; P08183; CCRF-Adr cells, flow cytometry; in the data active means inhibition above about 40%;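 further: 0% = vehicle and 100% = reference inhibitor; higher value means more JC-1 retained so stronger ABCB1 efflux block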
Bim-Bcl-B – disrupts Bim peptide binding to human Bcl-B | bead-based flow cytometry | inhibition, % at 10 µM | Q9HD36 | 0.073% of 190,000 active;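 further: 0% = tracer peptide without compound and 100% = reference inhibitor peptide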
Bim-Bcl-2 – human Bim-Bcl-2 interaction inhibition; Bead-based flow cytometry, Bim peptide-Bcl-2 binding; inhibition, % at 10 µM; 0.06% of 190,000 active; in the data active means inhibition above about 40%; inconclusive means no clear call, values can overlap the other calls;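 further: 0% = no compound wells with probe peptide and 100% = reference peptide inhibitor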
Bim-Bfl-1 – inhibitors of Bim-Bfl-1 interaction, human; Q16548; Bead-based flow cytometry, Bim-Bfl-1 binding inhibition; inhibition, % at 10 µM; 0.12% of 190,000 active; AID 1008;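 further: 0% = wells without compound plus tracer and 100% = blocker peptide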
The depositor's hits bear a star; ? = inconclusive; nt = not tested or not shown. Unless noted, no stated cut-off is given here; in the data, active means inhibition above about 40%. Compounds were not picked by outcome. Share with any hit: about 0.94%.

Below each SMILES: RGS4-Gao reg	RGS7-Gao	ABCG2 block	Bim-Bcl-XL	Bcl-W Bim block	RGS8-Gao	Bim-Mcl-1	ABCB1 inh	Bim-Bcl-B	Bim-Bcl-2	Bim-Bfl-1
> CC1CCCN(C(=O)c2ccc3c(c2)C(=O)N(CCC2=CCCCC2)C3=O)C1 (stereo not drawn)
→ 103	109	20	0	4	126	0	1.3	1	3	7
> CCOC(=O)C1=C(CC)Nc2ccccc2N=C1NC(=O)c1ccc(OC)c(S(=O)(=O)N2CCCCC2C)c1 (stereo not drawn)
→ 104	?	-1	-4	-1	100	-2	2.6	-4	-5	-6
> COc1ccccc1/C=C/C=C1N=C(/C=C/c2ccc(Cl)cc2)OC/1=O
→ 106	101	-10	nt	nt	104	nt	-1.7	nt	?	nt
> O=C(NC1CCS(=O)(=O)C1)c1cccnc1 (stereo not drawn)
→ 101	102	3	-3	0	105	0	0.4	-5	0	-6
> CCOC(=O)C1=C(c2ccccc2)NC(=O)NC1c1ccc(N(C)C)cc1 (stereo not drawn)
→ 103	104	3	-6	-3	102	-1	0.6	-3	0	1
> CCc1ccc(OCC(=O)Nc2ccc(-c3cc4ccccc4oc3=O)c(OC)c2)cc1
→ 97	102	2	-4	-2	100	-7	1.4	-1	4	5
> CSc1ccc(-c2nc(O)c3cnccn23)cc1
→ 97	100	-1	0	-1	100	0	-1.0	-4	0	-5
> CC(/C=N/NC(=O)c1ccncc1)=C\c1ccccc1
→ 99	99	0	-6	0	100	-3	-0.1	-3	-5	-12
> CCN1C(=O)C(O)(CC(=O)c2cc(C)ccc2C)c2ccccc21 (stereo not drawn)
→ 100	101	-1	5	4	102	-2	0.1	-4	-6	-8
> O=C(Nc1ccon1)c1cc2c(s1)CCCCCC2
→ 91	93	5	-7	0	97	0	0.5	-7	-9	-13
> Cc1ccc(C2C3=C(CC(C)(C)CC3=O)Nc3onc(C)c32)cc1 (stereo not drawn)
→ 147	136	0	-3	-4	nt	1	0.2	-8	-8	-10
> Cc1ccccc1NC(=S)NCc1ccccc1
→ 106	106	-3	-4	1	103	0	-0.4	0	-6	-2
> CC(=O)NC(C)C(=O)OCc1ccc(Cl)cc1Cl (stereo not drawn)
→ 104	98	0	-7	0	102	-3	0.6	-7	-9	-19
> S=C(Nc1cccc(Br)c1)N1CCn2cccc2C1c1cccnc1 (stereo not drawn)
→ 103	102	1	-3	0	100	-1	0.1	-11	0	0
> CN1CCN(CCOc2ccc(Cl)c(Cl)c2)CC1
→ 112	109	28	-2	-1	109	-2	2.2	0	2	3
> O=C(CSc1nnc(Cc2cccs2)n1Cc1ccco1)Nc1cccc(Cl)c1
→ 110	107	1	-3	0	100	-5	0.7	3	1	2
> CC(=O)c1ccc(Nc2ccc(-c3ccccc3F)nn2)cc1
→ 98	98	1	0	3	105	1	0.1	-3	1	-1
> O=C(N/N=C/C=C/c1ccccc1)c1ccncc1
→ 101	101	32	-1	-2	102	-1	0.7	-2	2	1
> O=C(CN(c1ccccc1)S(=O)(=O)c1ccccc1)N1CCOCC1
→ 103	98	0	3	1	103	2	0.2	1	0	-3
> S=C(c1cn(Cc2ccccc2)c2ccccc12)N1CCOCC1
→ 102	101	0	-4	-1	105	-2	0.5	0	1	0
> O=C(NCc1ccc2c(c1)OCO2)c1c(O)c2cccc3c2n(c1=O)CCC3
→ 103	98	8	-3	1	104	-1	0.5	-4	-6	-10
> O=C(CNC(=O)c1ccc([N+](=O)[O-])cc1)N/N=C\c1ccc(OC(=O)c2ccccc2)cc1
→ 97	104	-1	5	21	108	19	-0.5	38	32	20
> Cc1cc(C)cc(C(=O)N2CC(C)SC2=Nc2cccc(S(=O)(=O)N(C)C)c2)c1 (stereo not drawn)
→ 101	99	44	-6	-2	100	-1	0.8	-9	-6	-8
> COc1ccc(C2CC(c3ccccc3)=NN2c2ccc(Cl)c(C(=O)O)c2)cc1 (stereo not drawn)
→ 102	106	0	-4	-5	99	2	-0.7	0	2	-3
> COc1ccccc1S(=O)(=O)Nc1cccc(-c2nnc3n2CCCCC3)c1
→ 101	94	3	6	3	98	8	0.8	2	9	8
> O=C(O)CNS(=O)(=O)c1cc(Cl)c(Cl)cc1Cl
→ 103	97	3	0	0	112	0	0.5	4	6	5
> COc1ccc(C2CC(C(F)(F)F)n3nc(C(=O)O)c(Br)c3N2)cc1 (stereo not drawn)
→ 96	98	1	2	1	98	2	0.3	2	-1	0
> CN(c1ccc(C(=O)Nc2ccccc2C(=O)N2CCCC2)cc1)S(C)(=O)=O
→ 100	100	0	0	-2	102	0	0.0	1	-1	0
> O=C(c1c(F)cccc1F)N(Cc1ccccn1)C1CC1
→ 101	100	6	0	2	102	1	1.1	-6	-5	-10
> COc1ccc(NC(=O)CSc2nnnn2-c2ccc(OC)cc2)cc1
→ 98	100	-5	-4	-6	103	-3	-3.7	-11	-9	-7
> CC(C)C(=O)Nc1ccc(NC(=S)NC(=O)c2cc3ccccc3o2)cc1
→ 98	100	4	-1	-3	99	-2	0.1	-4	0	-5
> Cc1nnc(NC(=O)Nc2ccc(Cl)c(Cl)c2)s1
→ 102	101	3	-1	1	101	0	0.0	-8	-6	-16
> COC(=O)c1c(NC(=O)CN2CCC3(O)CCCCC3C2c2ccccc2OC)sc(C)c1C (stereo not drawn)
→ 94	97	0	0	-1	106	0	-0.5	-6	-4	0
> CCOC(=O)C1(CC2CC2)CCN(Cc2ccc(O)c(Cl)c2)CC1
→ 100	100	1	-3	0	102	0	0.9	-7	-3	-7
> Cc1cccc(C)c1NC(=O)N1CCC(c2nc3ccccc3o2)CC1
→ 103	93	0	-4	0	96	0	0.1	-4	0	0
> COc1ccccc1-n1cnc2cc(C(=O)NCCCN3CCOCC3)ccc21
→ 99	100	3	-1	1	98	2	0.7	-2	-3	-7
> CCOC(=O)c1[nH]c2ccccc2c1NC(=O)c1ccc(S(=O)(=O)N2CCCC2)cc1
→ 107	105	0	-3	-3	106	-1	0.0	-4	0	0
> CCC(Sc1nc2ccccc2o1)C(=O)O (stereo not drawn)
→ 101	100	10	-2	0	100	0	1.9	-2	-1	-4
> O=C(Cc1c[nH]c2ccccc12)Nc1cccc(S(=O)(=O)N2CCCCC2)c1
→ 101	98	3	-8	-3	100	-3	0.8	-5	-3	-3
> C=CCN(C(=O)CSc1nc2ccsc2c(=O)n1Cc1ccccn1)c1ccccc1
→ 105	109	3	-4	-5	104	-4	1.4	-9	-5	-7
> COc1ccccc1-c1cc(C(=O)Nc2ccccc2SC)no1
→ 101	100	-1	-1	-1	99	-1	-0.1	0	-2	-1
> CSCCC(NS(=O)(=O)c1cccs1)C(=O)NCc1ccccc1 (stereo not drawn)
→ 100	101	5	-12	-8	101	-7	-1.9	-12	-8	-7
> Nc1c(C(=O)NCCN2CCOCC2)c2nc3ccccc3nc2n1CCc1ccccc1F
→ 102	102	6	0	3	102	-2	0.2	-1	1	-1
> Nc1nc2c(c3c1c(=O)oc1ccccc13)CCCCC2
→ 98	98	1	0	-5	101	-4	0.1	-5	-2	0
> COc1ccc(CCC(=O)N2CCN(C3CCCCC3)CC2)cc1
→ 97	99	1	-1	1	102	0	0.3	-2	1	0
> COc1ccc(C2NC(=O)NC(C)=C2C(=O)Nc2cc(C)ccc2C)cc1OC (stereo not drawn)
→ 101	103	4	-5	-4	106	-4	0.8	-3	-6	-3
> O=C(CC(C(=O)O)c1ccccc1)Nc1cccc2ccccc12 (stereo not drawn)
→ 102	103	1	-3	-1	104	-3	0.3	-5	-1	0
> Cc1cc(C)c(S(C)(=O)=O)c(S(=O)(=O)c2ccc(Cl)cc2)n1
→ 102	102	1	-1	0	103	-1	0.5	0	1	0
> c1ccc(-c2csc(-c3ccncc3)n2)cc1
→ 94	94	8	-1	-1	99	-2	0.5	-4	-2	-5
> Cn1cnnc1SCC(=O)Nc1ncc(C(F)(F)F)cc1Cl
→ 103	?	9	0	0	102	0	1.3	-2	1	-2
> CN(C1CCCCC1)S(=O)(=O)c1ccc(C(=O)O)cc1
→ 94	94	0	-1	0	95	-5	0.0	-1	0	2
> CCC(Oc1ccccc1)C(=O)Nc1ncc([N+](=O)[O-])s1 (stereo not drawn)
→ 101	103	3	-6	-7	102	-8	0.6	-11	-3	-5
> CCn1c(=O)cc(C(F)(F)F)[nH]c1=S
→ 101	?	-1	0	0	100	-1	-0.2	-2	-1	-4
> COC(=O)C(F)(Sc1c(C)n(C)n(-c2ccccc2)c1=O)C(F)(F)F (stereo not drawn)
→ 104	113	1	-3	4	103	2	-0.2	-2	-2	-5
> Cc1cc(C)nc(N2CCC(C(=O)Nc3ccc(Oc4ccccc4)cc3)CC2)n1
→ 87	91	2	-7	1	100	0	0.6	-8	-3	-7
> CCOc1ccccc1NS(=O)(=O)N(C)C
→ 11*	61	-1	-2	-3	65	-1	0.2	-2	-1	0
> COc1ccc(-c2noc(CCN3C(=O)c4ccccc4C3=O)n2)cc1OC
→ 102	98	10	-2	3	101	1	1.6	-3	-3	-4
> O=C(NCc1cccc(Cl)c1)c1cc(COc2ccc3ncccc3c2)on1
→ 98	96	9	-3	-2	102	-4	0.2	-10	-4	-7
> CCOc1ncccc1C(=O)OCC(=O)Nc1c(C)cc(C)cc1C
→ 102	106	2	0	-5	106	-1	0.4	-2	-1	0
> COC(=O)c1c(NC(=O)CSc2nnnn2-c2ccc3c(c2)OCO3)sc(C)c1C
→ 101	97	30	-3	-2	100	-3	1.4	-3	2	-2

A portion taken from the entries so far:
Below each SMILES: RGS4-Gao reg	RGS7-Gao	ABCG2 block	Bim-Bcl-XL	Bcl-W Bim block	RGS8-Gao	Bim-Mcl-1	ABCB1 inh	Bim-Bcl-B	Bim-Bcl-2	Bim-Bfl-1
> CC1CCCN(C(=O)c2ccc3c(c2)C(=O)N(CCC2=CCCCC2)C3=O)C1 (stereo not drawn)
→ 103	109	20	0	4	126	0	1.3	1	3	7
> CCOC(=O)C1=C(CC)Nc2ccccc2N=C1NC(=O)c1ccc(OC)c(S(=O)(=O)N2CCCCC2C)c1 (stereo not drawn)
→ 104	?	-1	-4	-1	100	-2	2.6	-4	-5	-6
> COc1ccccc1/C=C/C=C1N=C(/C=C/c2ccc(Cl)cc2)OC/1=O
→ 106	101	-10	nt	nt	104	nt	-1.7	nt	?	nt
> O=C(NC1CCS(=O)(=O)C1)c1cccnc1 (stereo not drawn)
→ 101	102	3	-3	0	105	0	0.4	-5	0	-6

(cont.)
Below each SMILES: RGS4-Gao reg	RGS7-Gao	ABCG2 block	Bim-Bcl-XL	Bcl-W Bim block	RGS8-Gao	Bim-Mcl-1	ABCB1 inh	Bim-Bcl-B	Bim-Bcl-2	Bim-Bfl-1
> COC(=O)c1cc(OC)c(OC)cc1NC(=O)CN1CCOCC1
→ 103	102	2	2	3	101	0	0.6	2	0	0
> O=C(CSc1ncnc2c1cnn2CCO)Nc1cccc(C(F)(F)F)c1
→ 98	102	5	-8	-3	108	-8	0.6	-3	-4	-5
> COC(=O)/C(=C1/Oc2ccc(C)cc2S1)C(F)(F)F
→ 102	100	2	-8	-6	104	-9	0.3	-9	-6	-3
> COc1ccc(C(=O)CSc2ccc3nnc(-c4cccnc4)n3n2)cc1
→ 104	105	3	1	-3	107	-1	0.3	-2	-8	-9
> CC1CCCN(c2ccc(C(=O)OCC(=O)N3c4ccccc4Sc4ccccc43)cc2[N+](=O)[O-])C1 (stereo not drawn)
→ 98	99	2	-8	-2	97	-3	0.4	-14	-20	-13
> C=CCN(c1ccc(C(=O)Nc2ccc(C)c(C)c2)cc1)S(C)(=O)=O
→ 102	99	17	-8	-1	101	-5	-0.4	-9	-5	-4

Compound activity: PubChem, NMMLSC
